Source: PubChem (The Scripps Research Institute Molecular Screening Center)
SRC1 TRFRET art – counter-screen for PPARgamma SRC-1 recruitment agonists: TR-FRET artefact; TR-FRET detection artefact counter-screen, emission ratio; active compounds read high; 0.34% of 99,000 active; TR-FRET ratio at 8 µM; AID 1051; in the data active = TR-FRET ratio above about 2300; also: inactives centre near 1800; reference of the scale not given here
SRC3 TRFRET art – counter-screen for PPARgamma SRC-3 recruitment agonists: TR-FRET artefact; PPARgamma/SRC-3 format; active compounds read high; TR-FRET ratio at 8 µM; 0.39% of 99,000 active; AID 1048; in the data active = TR-FRET ratio above about 2000; also: inactives centre near 1600; reference of the scale not given here
* = called active by the depositor.

Order of results: SRC1 TRFRET art | SRC3 TRFRET art
O=C1/C(=C/c2ccc(Cl)cc2)NC(=S)N1Cc1cccnc1
 : 1391 | 1468
O=[N+]([O-])/C(C(Cl)=C(Cl)Cl)=C(/NC1CC1)Sc1ccccc1
 : 1896 | 1644
CC(=O)c1ccc(Sc2nnc(C)s2)c([N+](=O)[O-])c1
 : 1765 | 1270
N#Cc1ccsc1NC(=O)COC(=O)c1ccc2ccccc2c1
 : 2098 | 1739
O=C(CCCSc1nc2ccccc2[nH]1)NCc1ccc(Cl)cc1
 : 1843 | 1328
COc1ccc(CCNS(=O)(=O)c2cccc(S(=O)(=O)N3CCCC3)c2)cc1OC
 : 1455 | 1578
Cn1cccc1Cc1nnc(SCC(=O)Nc2ccc3c(c2)OCO3)n1CCc1ccccc1
 : 1729 | 1519
O=C1OC(OC(=O)c2ccccc2Br)C(N2CCOCC2)=C1Cl (stereo not drawn)
 : 1659 | 1437
COc1ccc(-c2onc(C)c2-c2cnn(-c3ccccc3)c2)c(O)c1
 : 1916 | 1531
O=C(Nc1ccc(N2C(=O)C3CCCCC3C2=O)cc1Cl)c1cccs1 (stereo not drawn)
 : 1535 | 1622
CC(/C=C/c1ccccc1)=N\NC(=O)CSc1ccccn1
 : 1939 | 1776
Cc1ccc(-n2c(=O)[nH]c3ncccc3c2=O)cc1
 : 1753 | 1788
COC(=O)Cc1c(O)ccn(CCc2c[nH]c3ccc(OC)cc23)c1=O
 : 1982 | 1592
Cc1ccc(NC(=O)CN2CCC(Cc3ccccc3)CC2)cc1S(=O)(=O)N(C)C
 : 1733 | 1763
COc1cc(OC)cc(C(=O)N[C@H](C(=O)Nc2ccc(NC(C)=O)cc2)C(C)C)c1
 : 1647 | 1458
Cc1cc(C)n(-c2ccc(Oc3ccccc3)c(S(=O)(=O)O)c2)n1
 : 1686 | 1474
COc1ccc(Br)cc1/C=C/C(=O)c1ccc(NC(C)=O)cc1
 : 1734 | 1490
CCNC(=O)c1ccccc1SCc1ccccc1
 : 1740 | 1473
Cc1cccc(C)c1NS(=O)(=O)c1ccc2c(c1)NC(=O)CO2
 : 1759 | 1568
CC(C(=O)Nc1ccccc1)N1C(=O)c2ccccc2C1=O (stereo not drawn)
 : 1892 | 1563
Cc1ccc(O)c(C=Nc2cc(C)ccc2O)c1
 : 1661 | 1433
C=CCc1cc(OC)ccc1OCCN(C)Cc1ccccc1
 : 1827 | 1641
CCOC(=O)CC1CCCCN1Cc1nc(-c2ccc(F)c(OC)c2)oc1C (stereo not drawn)
 : 1857 | 1704
COc1ccc(CN2CC(=O)N(c3ccc(C)cc3C)C2=S)cc1OC
 : 1874 | 1619
Cc1nnc(SCC(=O)NNC(=O)COc2ccc(Cl)cc2)s1
 : 1891 | 1756
CC(=O)Nc1nc(C2CC2)cc(-c2ccccc2)c1C#N
 : 1523 | 1791
CC(C)Sc1snnc1-c1ccccc1
 : 1865 | 1557
COc1cccc(NC(=S)NNC(=O)CCn2cc([N+](=O)[O-])cn2)c1
 : 1900 | 1550
Cc1c(C(=O)OCC(=O)Nc2ccc(S(N)(=O)=O)cc2)oc2c1ccc1ccccc12
 : 1631 | 1529
NC(=O)CC1Nc2cccc3cccc(c23)NC1=O (stereo not drawn)
 : 1843 | 1556

Some of the entries so far, as labelled records.
COc1ccc(CN2CC(=O)N(c3ccc(C)cc3C)C2=S)cc1OC
- SRC1 TRFRET art = 1874
- SRC3 TRFRET art = 1619
Cc1nnc(SCC(=O)NNC(=O)COc2ccc(Cl)cc2)s1
- SRC1 TRFRET art = 1891
- SRC3 TRFRET art = 1756
CC(=O)Nc1nc(C2CC2)cc(-c2ccccc2)c1C#N
- SRC1 TRFRET art = 1523
- SRC3 TRFRET art = 1791
CC(C)Sc1snnc1-c1ccccc1
- SRC1 TRFRET art = 1865
- SRC3 TRFRET art = 1557

As a working copy, four of the compounds above:
Order of results: SRC1 TRFRET art | SRC3 TRFRET art
Cc1cc(C)n(-c2ccc(Oc3ccccc3)c(S(=O)(=O)O)c2)n1
 : 1686 | 1474
COc1ccc(Br)cc1/C=C/C(=O)c1ccc(NC(C)=O)cc1
 : 1734 | 1490
CCNC(=O)c1ccccc1SCc1ccccc1
 : 1740 | 1473
Cc1cccc(C)c1NS(=O)(=O)c1ccc2c(c1)NC(=O)CO2
 : 1759 | 1568

New compounds follow.
Order of results: SRC1 TRFRET art | SRC3 TRFRET art
O=C1NCCc2c1[nH]c1ccc([N+](=O)[O-])cc21
 : 1909 | 1456
CCOC(=O)c1ccc([N+](=O)[O-])cc1NC(C)=O
 : 1749 | 1397
CCOC(=O)C1CCN(Cc2nc3ccc([N+](=O)[O-])cc3c(=O)n2-c2ccc(OC)cc2OC)CC1
 : 1845 | 1465
COc1cccc(C(=O)N2C(C(=O)O)CSC2c2ccccc2Cl)c1 (stereo not drawn)
 : 1556 | 1353
CSc1nc(Cl)c(Cc2ccc(OCC(C)C)cc2)c(N2CCOCC2)n1
 : 1703 | 1457
COc1ccc(NC(=S)Nc2cc(C)cc(C)n2)cc1OC
 : 1691 | 1557
COC(=O)CN(C(=S)Nc1ccc(F)cc1)C1CC(=O)N(c2ccccc2)C1=O (stereo not drawn)
 : 1764 | 1581
COc1ccc(/C=C/C(=O)NCCC(=O)N2CCCN(C)CC2)cc1
 : 1892 | 1573
COc1ccccc1/C=N/NC(=O)c1ccc(=O)n(C)c1
 : 1784 | 1317
O=C(Nc1nnc(-c2cccc(F)c2)s1)Nc1ccccc1F
 : 1864 | 1412
C/C(=N\NC(=O)c1c(Br)c(C)nn1C)c1ccc(NC(=O)c2ccoc2C)cc1
 : 2054 | 1596
CCCn1nc(C(=O)OCC(=O)Nc2cccc(OC)c2)c2ccccc2c1=O
 : 1649 | 1607
COc1ccc(CCN(C)C(=O)CSc2nnnn2C)cc1OC
 : 1574 | 1467
O=C(CC1Nc2ccccc2NC1=O)Nc1ccccc1NC(=O)CC1Nc2ccccc2NC1=O (stereo not drawn)
 : 1756 | 1692
CCN(CC)CCCNC(=O)CCC(=O)Nc1ccc2nc(N3CCC(C)CC3)cc(C)c2c1
 : 1897 | 1682
Cc1ccccc1NS(=O)(=O)c1ccc(Cl)cc1
 : 1757 | 1610
COC(=O)c1sccc1N/N=C/c1cccc(Oc2ccccc2)c1
 : 1839 | 1334
O=C(O)Cc1ccc(NC(=S)Nc2cccc(Cl)c2Cl)cc1
 : 2243 | 1725
CN(N)c1ccc2c(C(F)(F)F)cc(C(F)(F)F)nc2n1
 : 1582 | 1608
Cc1cnc(C(=O)OCC(=O)NC(C)CCc2ccccc2)cn1 (stereo not drawn)
 : 1303 | 1412
O=C(Nc1cc(S(=O)(=O)N2CCOCC2)ccc1O)c1ccc(NS(=O)(=O)c2ccc(Cl)s2)cc1
 : 1659 | 1489
CC(C)NS(=O)(=O)c1ccc(OCC(=O)Nc2ccc(F)cc2)cc1
 : 1696 | 1491
Cc1ccc([N+](=O)[O-])cc1-c1ccc(/C=N\n2nnnc2N)o1
 : 2051 | 1599
COC(=O)c1ccc(NC(=O)C(=O)NCC2CCCO2)cc1 (stereo not drawn)
 : 1489 | 1497
O=C(COC(=O)c1ccc(O)cc1)Nc1ccc(Cl)cc1
 : 1956 | 1671
CCOc1cc2c(cc1C=O)OC(C)C2 (stereo not drawn)
 : 1643 | 1525
Cc1cc(OCc2cc3c(cc2Cl)OCO3)c2c(C)cc(=O)oc2c1
 : 1990 | 1580
Cc1sc2ncnc(SCC(=O)NC(C)(C)C)c2c1C
 : 1958 | 1976
COCCNC(=S)N1CCN(C/C=C/c2ccccc2)CC1
 : 1885 | 1551
CSc1ncccc1C(=O)OCC(=O)NC(=O)NCCC(C)C
 : 1868 | 1796

The list continues.
| smiles | SRC1 TRFRET art | SRC3 TRFRET art |
| --- | --- | --- |
| c1ccc(CCn2nnnc2C(c2cccnc2)N2CCOCC2)cc1 (stereo not drawn) | 1658 | 1397 |
| COc1cc(-c2nc3ccccn3c2/N=C/c2cccc(F)c2)ccc1O | 2298 | 1758 |
| COC(=O)CSc1nnc(CNC(=O)c2ccc(OC)c(OC)c2)n1C | 1836 | 1675 |
| O=C(Cn1cc(C(=O)c2ccco2)c2ccccc21)NC1CCCCC1 | 1717 | 1646 |
| CC(O)[C@@H](C(=O)N1CCNCC1)n1cc(CCCCN)nn1 (stereo partly drawn) | 1788 | 1579 |
| CC(=O)/C(=N/Nc1ccc(C)cc1)Sc1nnc(CCc2ccccc2)n1-c1ccccc1 | 1947 | 1463 |
| COc1ccc(C(=O)N2CCCC(c3ccccc3)=N2)cc1 | 1725 | 1738 |
| CCNC(=O)NC(=O)C(C)OC(=O)CCCSc1nc2ccccc2s1 (stereo not drawn) | 1875 | 1453 |
| CCN(CC)S(=O)(=O)c1ccc2c(c1)nc(CCC(=O)Nc1ccc(N3CCOCC3)cc1)n2C | 2123 | 1615 |
| Cc1cccc(Cn2cnc3c(N)c(C)c(C)cc32)c1 | 1802 | 1326 |
| O=[N+]([O-])c1cc(-c2nnc(Nc3ccccc3)c3ccccc23)ccc1N1CCOCC1 | 1801 | 1362 |
| CCCc1[nH]n(-c2ccc(F)cc2)c(=O)c1C=Nc1cccc(F)c1 | 1713 | 1575 |
| CCc1cc2c(SCC(=O)Nc3ncc(Cl)c(C)c3Cl)ncnc2s1 | 2037 | 1699 |
| CCOC(=O)C1=C(N)Oc2c(oc(CO)cc2=O)C1c1ccc(F)c(F)c1 (stereo not drawn) | 1534 | 1364 |
| COc1ccc(N(CC(=O)NCc2ccc(Cl)cc2)S(=O)(=O)c2ccccc2[N+](=O)[O-])c(OC)c1 | 1693 | 1469 |
| COc1cccc(OCCCN2CCCCCC2)c1 | 1942 | 1628 |
| Cc1ccc(-c2ccc(C(=O)O)c(C)n2)cc1 | 1794 | 1672 |
| CC(NC(=O)COC(=O)c1cc(Cl)nc(Cl)c1)c1ccccc1 (stereo not drawn) | 2045 | 1653 |
| CCCCC1C2=C(CCCC2=O)OC2=C1C(=O)CCC2 | 1883 | 1464 |
| NC(=O)c1ccc(-n2c(CCC(=O)O)ccc2-c2cccs2)cc1 | 1823 | 1849 |
| O=C(COC(=O)c1c2c(nc3ccccc13)/C(=C/c1cccc([N+](=O)[O-])c1)CCC2)NC1CCS(=O)(=O)C1 (stereo not drawn) | 2010 | 1645 |
| CCN(CC)S(=O)(=O)c1ccc(N(C)Cc2cccc(OC)c2OC)nc1 | 1874 | 1435 |
| CC(C)CC1NC(=O)N(CC(=O)NC2CCCc3ccccc32)C1=O (stereo not drawn) | 1974 | 1523 |
| Cc1nn2c(=O)c(NC(=O)c3ccc(Cl)cc3)cnc2s1 | 1574 | 1643 |
| CN(Cc1cn(Cc2ccccc2)nc1-c1ccc2c(c1)OCO2)Cc1nccn1C | 1794 | 1608 |
| COc1ccc(NC(=S)N2CCN(c3ncccn3)CC2)cc1 | 1918 | 1595 |
| COc1ccc(-n2c(CN3CCN(c4ccccn4)CC3)nc3ccc([N+](=O)[O-])cc3c2=O)c(OC)c1 | 1833 | 1707 |
| COc1cc(C(=O)N2CCN(c3ccccc3OC)CC2)c([N+](=O)[O-])cc1OC | 1720 | 1480 |
| Cc1cc(C)n(-c2nc3c(c(=O)n(C)c(=O)n3C)n2CCO)n1 | 1709 | 1398 |
| Cc1ccc(N=Nc2c(C)[nH]n(-c3ccccc3)c2=O)c(C)c1 | 1509 | 1837 |
| CCC1(C(=O)c2ccccc2)C(c2cccc([N+](=O)[O-])c2)C1(C(=O)OC)C(=O)OC (stereo not drawn) | 1962 | 1593 |
| O=c1c2cc3c(cc2[nH]c(=S)n1C1CCN(Cc2ccccc2)CC1)OCO3 | 1856 | 1734 |
| COCCNC(=O)C/C(C)=N/NC(=O)C(=O)NC1CCCCC1 | 1666 | 1553 |
| CC(=O)c1cnn(-c2ccccc2)c1C | 1712 | 1518 |
| COc1cc(C(=O)Nc2ccc([N+](=O)[O-])cn2)cc(OC)c1OC | 1892 | 1506 |
| Cn1c(=O)oc2cc(S(=O)(=O)NCc3ccncc3)ccc21 | 1843 | 1660 |
| COc1cc(-c2nn3c(-c4ccccn4)nnc3s2)cc(OC)c1OC | 1708 | 1444 |
| CNC(=S)N1CCc2cc(OC)c(OC)cc2C1COc1ccc(F)cc1 (stereo not drawn) | 1572 | 1354 |
| C=CCN(Cc1nc(-c2cc(OC)c3c(c2)OCO3)oc1C)C1CCS(=O)(=O)C1 (stereo not drawn) | 1709 | 1611 |
| CCOCC(=O)Nc1cccc(SC)c1 | 1668 | 1576 |
| CCOc1ccc(C(=O)Nc2ccc(N3CCN(S(C)(=O)=O)CC3)cc2)cc1[N+](=O)[O-] | 1738 | 1504 |
| COC(=O)C1C/C(=N\NS(=O)(=O)c2ccc(C)cc2)c2ccsc2C1 (stereo not drawn) | 1726 | 1565 |
| O=C(CCCN1C(=O)/C(=C/c2ccccc2Cl)SC1=S)NNC(=O)c1ccccc1 | 1768 | 1412 |
| Cc1cccc(Nc2ncnc(N)n2)c1 | 1974 | 1494 |
| O=C(CCCn1ncn2c(cc3occc32)c1=O)N1CCc2ccccc2C1 | 2009 | 1682 |
| Cc1ccc(S(=O)(=O)N2CCC(=O)N(C(COCc3cccc(C)c3)Cc3ccccc3)CC2)cc1 (stereo not drawn) | 1782 | 1540 |
| CC(C)COC(=O)c1ccc(N2C(=O)c3ccccc3C2=O)cc1 | 1846 | 1400 |
| CCNC(=S)N(CCc1c(C)[nH]c2ccc(C)cc12)Cc1ccco1 | 1861 | 1694 |
| CCC[N+](CC#Cc1ccccc1)(CCC)CC(=O)c1ccc(Cl)cc1 | 1696 | 1522 |
| Cc1c(N=Nc2c(-c3ccc([N+](=O)[O-])cc3)[nH]n(C(N)=S)c2=O)cccc1[N+](=O)[O-] | 1999 | 1572 |
| O=C(COc1cccc2cccnc12)NCc1cccs1 | 1816 | 1614 |
| O=C(N/N=C/c1ccccc1O)C1SCCCS1 | 1813 | 1451 |
| C/C=N/NC(=O)CCCC(=O)N/N=C/C | 1975 | 1587 |

Not all compounds are listed; the hit share may differ from the screen's.
